TEAD-YAP block – TEAD-YAP interaction inhibition. HEK-TIYL cells, TEAD-Gal4/YAP UAS-luciferase luminescence. inhibition, % at 9.12 µM. 640,000 compounds, 1.4% hits. AID 1259422; in the data active means inhibition above about 32%;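 further: 0% = median of test compound wells and 100% = reference inhibitor wells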
FBW7 activator – human FBW7 E3 ligase activation, primary screen | normalized activity (activation), % at 26.1 µM | 650,000 compounds, 0.13% hits | AID 1259310 | AlphaScreen FBW7–phospho-cyclin E peptide binding, activator screen | Q969H0; in the data active means normalized activity above about 1.9%;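 further: purified mutant Fbw7 with reduced substrate affinity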
GPR151 activ – activates the human receptor GPR151; PathHunter beta-arrestin GPR151 cells, luminescence; activation, % at 11.2 µM; 650,000 compounds, 1% hits; AID 1508602; in the data active means activation above about 4.9%;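 further: 0% = median of compound wells and 100% = cells with positive control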
Target sequence (Q8TDV0 whole entry, looked up): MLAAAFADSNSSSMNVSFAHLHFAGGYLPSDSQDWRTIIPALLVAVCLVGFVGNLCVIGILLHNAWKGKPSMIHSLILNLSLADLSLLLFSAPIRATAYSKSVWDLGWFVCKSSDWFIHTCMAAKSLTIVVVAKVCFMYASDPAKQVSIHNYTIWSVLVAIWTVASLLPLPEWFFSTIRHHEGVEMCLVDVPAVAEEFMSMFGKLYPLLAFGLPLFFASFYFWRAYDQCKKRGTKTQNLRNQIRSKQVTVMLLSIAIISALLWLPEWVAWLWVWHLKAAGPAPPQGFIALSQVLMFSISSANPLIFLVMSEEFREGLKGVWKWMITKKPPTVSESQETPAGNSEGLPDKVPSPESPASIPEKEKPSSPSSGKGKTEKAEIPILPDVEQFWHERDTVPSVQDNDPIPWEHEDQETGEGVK
MITF inh – blocks human microphthalmia-associated transcription factor; AlphaScreen MITF homodimerization, bead proximity signal; inhibition, % at 2.6 µM; 650,000 compounds, 0.91% hits; in the data active means inhibition above about 50%;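 further: 0% = vehicle wells with protein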
Target sequence (O75030 whole entry, looked up): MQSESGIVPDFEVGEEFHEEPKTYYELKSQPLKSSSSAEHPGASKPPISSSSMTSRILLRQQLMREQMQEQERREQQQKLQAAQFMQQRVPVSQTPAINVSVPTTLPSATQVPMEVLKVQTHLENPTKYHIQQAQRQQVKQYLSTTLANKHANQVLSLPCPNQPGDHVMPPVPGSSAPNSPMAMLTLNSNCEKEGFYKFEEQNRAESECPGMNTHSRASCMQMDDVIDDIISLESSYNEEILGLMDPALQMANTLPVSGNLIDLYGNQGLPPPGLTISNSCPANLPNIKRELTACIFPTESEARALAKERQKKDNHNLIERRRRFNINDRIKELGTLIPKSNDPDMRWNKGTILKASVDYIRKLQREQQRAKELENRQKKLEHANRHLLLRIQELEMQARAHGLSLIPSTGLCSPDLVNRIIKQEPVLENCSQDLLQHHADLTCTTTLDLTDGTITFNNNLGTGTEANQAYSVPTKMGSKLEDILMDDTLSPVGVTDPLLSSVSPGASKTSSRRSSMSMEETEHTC
Active calls of the source: *; · = no result given; & = joins results of further samples.

Start of the data: the first four records as a preview:
no.	SMILES	TEAD-YAP block	FBW7 activator	GPR151 activ	MITF inh
1	Cc1ccc(/C=C2\SC(N3CCN(CCO)CC3)=NC2=O)cc1	1	0.7	0.8	10
2	N#CC1=C(N)Oc2n[nH]c(-c3ccc(F)cc3)c2C1c1ccco1 (centres undefined)	-6	-0.2	1.1	-1
3	CC(C)c1ccc(N(CC(=O)Nc2cccc(C(F)(F)F)c2)S(C)(=O)=O)cc1	-32	-0.1	-0.2	40
4	S=c1[nH]nc(N2CCOCC2)n1-c1ccccc1	7	0.1	0.6	-5

This part in full, repeating the preview:
no.	SMILES	TEAD-YAP block	FBW7 activator	GPR151 activ	MITF inh
1	Cc1ccc(/C=C2\SC(N3CCN(CCO)CC3)=NC2=O)cc1	1	0.7	0.8	10
2	N#CC1=C(N)Oc2n[nH]c(-c3ccc(F)cc3)c2C1c1ccco1 (centres undefined)	-6	-0.2	1.1	-1
3	CC(C)c1ccc(N(CC(=O)Nc2cccc(C(F)(F)F)c2)S(C)(=O)=O)cc1	-32	-0.1	-0.2	40
4	S=c1[nH]nc(N2CCOCC2)n1-c1ccccc1	7	0.1	0.6	-5
5	CCc1ccc(C(=O)Cn2ccsc2=N)cc1	11	0.0	-2.5	5
6	CCC(C)NC(=O)c1cc2c(=O)n(CC)c3ccccc3c2s1 (centres undefined)	-12	0.8	-0.7	6
7	CCCC(c1nnnn1CCOC)N1CCN(C(=O)c2ccco2)CC1 (centres undefined)	-5	0.1	-0.2	14
8	COC(=O)c1cc(C)c([N+](=O)[O-])cc1[N+](=O)[O-]	16	-0.1	-0.9	6
9	Cc1ccc2nc(-c3ccc(NC(=O)C4CC(O)CN4C(=O)OC(C)(C)C)cc3)sc2c1 (centres undefined)	-3	0.1	-1.1	10
10	Cc1ccc(C(=O)[C@@H]2[C@H]3C4COC(O4)C(=O)[C@@H]3[C@H]3C=Cc4ccccc4N32)cc1 (some centres undefined)	-4	-0.3	1.0	1
11	CC(C)CC(C(=O)Nc1ccccc1C(N)=O)N1C(=O)c2ccccc2C1=O (centres undefined)	15	-0.1	-1.2	10
12	CCc1ccc(NCc2c(CO)cnc(C)c2O)cc1	-9	0.5	-0.5	-6
13	CC(C)CNc1ncc(-c2cnn(Cc3ccccc3)c2)n2ccnc12	-4&-5	-0.2&0.3	-0.5&2.5	-1&13
14	NC(=O)c1c(NC(=O)CN2C(=O)c3ccccc3C2=O)sc2c1CCC2	12	0.0	0.1	-1
15	COc1ccc(C(=O)OCCCC(=O)c2ccc(F)cc2)cc1[N+](=O)[O-]	10	0.0	0.1	10
16	Cn1c(=O)c2c(nc(N3CCOCC3)n2Cc2cccc3ccccc23)n(C)c1=O	1	0.1	-0.2	-5
17	COc1cccc(-c2nnc(SCC(=O)NCc3ccccc3)o2)c1	8	0.0	0.0	3
18	COCc1cc(C)nc2sc3c(c12)NC(c1ccc(NC(C)=O)cc1)NC3=O (centres undefined)	-10	0.6	-1.0	17
19	Nc1ncnc(Nc2ccc(Br)cc2)c1[N+](=O)[O-]	-13	0.0	2.1	3
20	Cc1ccc(C2CC(C(F)(F)F)n3ncc(C(=O)N4CCc5ccccc5C4)c3N2)cc1 (centres undefined)	-10	-0.2	2.8	0
21	Cc1cc(C)cc(-n2c(C)nc3cc(C(=O)NCc4ccccc4Cl)ccc32)c1	-11	-0.3	0.1	4
22	O=[N+]([O-])c1ccc(-c2ccc(/C=N/Nc3ccccn3)o2)cc1	7	0.4	-1.0	19
23	CCOc1ccc(-c2ccc(/C=C3/C(=N)N4C=C(C)SC4=NC3=O)o2)c([N+](=O)[O-])c1	-6	0.0	3.7	-4
24	Nc1nnc(SCc2ccc(F)cc2Cl)s1	-22	0.0	0.4	-3
25	CNc1ccc(S(=O)(=O)NCC(=O)NCCc2ccc(Cl)cc2)cc1[N+](=O)[O-]	3	0.1	0.7	-3

Molecules above containing a Cl atom (3):
no.	SMILES	TEAD-YAP block	FBW7 activator	GPR151 activ	MITF inh
21	Cc1cc(C)cc(-n2c(C)nc3cc(C(=O)NCc4ccccc4Cl)ccc32)c1	-11	-0.3	0.1	4
24	Nc1nnc(SCc2ccc(F)cc2Cl)s1	-22	0.0	0.4	-3
25	CNc1ccc(S(=O)(=O)NCC(=O)NCCc2ccc(Cl)cc2)cc1[N+](=O)[O-]	3	0.1	0.7	-3

(more compounds)
no.	SMILES	TEAD-YAP block	FBW7 activator	GPR151 activ	MITF inh
26	COc1ccc(-c2nn(-c3ccccc3)cc2C2CC(c3ccc(F)cc3)=NN2c2ccccc2)cc1OC (centres undefined)	-7	-0.1	2.1	9
27	Cc1cccn2c(=O)c3cc(C#N)c(=O)n(Cc4ccccc4Cl)c3nc12	4	-0.1	-1.8	8
28	O=C(N[C@H]1C[C@H]2C(=O)N[C@H](CO)C(=O)N2C1)Oc1ccc(F)cc1	-14	0.0	-0.5	-16
29	O=c1c2cnn(-c3ccccc3)c2nc(-c2ccccc2F)n1-c1ccc(Cl)cc1	-8	0.0	-2.0	7
30	COc1cc(/C=N/NC(=O)c2cnccn2)cc(OC)c1OC	-9	-0.1	0.7	13
31	COc1ccc(N2CCN(C(=O)Cc3c[nH]c4ccccc34)CC2)cc1	-2	-0.2	0.3	-6
32	O=C(CN1CCN(c2ccc([N+](=O)[O-])cc2)CC1)Nc1ccc2c3c(cccc13)CC2	11	0.0	1.5	7
33	CC(C)CNC(=S)NC(=O)c1cccc([N+](=O)[O-])c1	15	-0.1	-1.2	6
34	CC1(C)CC(NC(=O)c2ccc(CN3CCSCC3)[nH]c2=O)CCO1 (centres undefined)	0	0.1	-0.2	-1
35	O=C(c1ccc(SCc2ccccn2)c([N+](=O)[O-])c1)N1CCCC1	-25	0.4	-4.4	2
36	NC(=O)c1cc2c(n(-c3ccccc3)c1=O)CCCC2=O	-3	0.0	-1.6	16
37	Cc1ccc(S(=O)(=O)NCCN=Cc2c[nH]c3ccccc23)cc1	3	0.0	-0.4	20
38	O=C(CCC(=O)c1cccs1)OCc1cc(Cl)cc2c1OCOC2	-6	-0.1	-0.1	-3
39	Cc1cc(C(=O)NCCc2ccccc2)c2ccccc2n1	-7	0.0	1.9	-18
40	O=C(Cc1cccc2ccccc12)N/N=C/c1ccc([N+](=O)[O-])s1	0	-0.1	1.2	-7
41	O=C(Nc1cccc(Cl)c1)c1cnccn1	-29	-0.1	-3.2	-10
42	Cc1cccc(NS(=O)(=O)c2c(C)noc2C)c1C	2	-0.1	0.1	-6
43	CC(C)C(NC(=O)COc1ccc([N+](=O)[O-])cc1)C(=O)O (centres undefined)	3	0.0	-0.4	6
44	CCOC(=O)NC(N1CCOCC1)C(Cl)(Cl)Cl (centres undefined)	9	0.2	1.1	5
45	COc1ccc2[nH]cc(CCNC(=O)Oc3ccccc3)c2c1	4	0.4	2.0	19
46	COc1cc(/C=C2/SC(=S)N(C)C2=O)cc([N+](=O)[O-])c1O	0	0.1	0.6	8
47	CC(=O)NC1=NN(C(C)=O)C(c2cc3c(cc2[N+](=O)[O-])OCO3)S1 (centres undefined)	-1	-0.2	0.4	29
48	O=C(c1cccc(C(F)(F)F)c1)N1CCc2ccccc21	13	-0.3	-0.3	-7
49	COc1ccc(C2=NN(C(=O)CCC(=O)O)C(c3ccccc3OC)C2)cc1OC (centres undefined)	7	0.2	-1.1	10
50	CCN(CC)CCN1C(=O)C(=O)/C(=C(\O)c2ccc(S(=O)(=O)N3CCOCC3)cc2)C1c1ccccc1 (centres undefined)	-6	-0.3	-0.9	-8
51	COc1cccc(CN2CCN(Cc3ccc(-n4cccn4)cc3C)CC2CCO)c1 (centres undefined)	1	0.2	1.4	3
52	CSc1ccc(CNc2ncc(-c3ccc4c(c3)OCO4)n2C)cc1	-4	-0.1	-0.7	2
53	CN(C(=O)COC(=O)c1ccc(Cl)c(S(N)(=O)=O)c1)C1CCS(=O)(=O)C1 (centres undefined)	6	0.0	0.9	-14
54	N[C@@H]1CCN(c2cc(C(=O)Nc3ccc4[nH]ncc4c3)ccn2)C1	9	-0.6	0.6	24
55	O=C(c1ccc(Cl)cc1Cl)N1CCN(c2nc3ccccc3s2)CC1	1	0.2	-0.4	16
56	COC(=O)CSc1nc2ccccc2n1CC(=O)N1C(C)CCCC1C (centres undefined)	-6	0.6	0.2	3
57	O=c1c2cc3ccccc3n2cnn1Cc1ccccc1F	-16	0.1	-0.1	12
58	CC(=O)CCCCn1cnc2c1c(=O)n(C)c(=O)n2C	1	0.3	-1.7	12
59	Cc1ccc(NC(=O)c2cccc3ccccc23)cc1[N+](=O)[O-]	-20	0.9	2.5	10
60	COc1cccc(-c2nc3sc4c(c3c(=O)n2CC(=O)Nc2ccccc2Cl)CCCC4)c1	-1	-0.1	-0.5	4
61	Cc1cccn2c(=O)c3cc(C(=O)N4CCOCC4)sc3nc12	-9	0.7	-0.2	6
62	O=C(O)CN1C(=O)C2C3C=CC(CC3)C2C1=O (centres undefined)	-4	0.0	-0.5	6
63	Cc1cccc(NC(=O)OCC(C)(C)NC(=O)COc2ccccc2)c1	-8	0.3	-0.3	13
64	O=C(Cc1ccccc1)Nc1nnc(-c2ccc3c(c2)OCCO3)o1	-12	-0.1	0.8	-5
65	COc1cc(C2C(C#N)=C(N)Oc3cc(O)ccc32)cc(Br)c1OC (centres undefined)	-8	0.1	0.0	-23
66	c1cncc(-c2cnc3c(NCC4CC4)nccn23)c1	-18	0.1	0.0	-8
67	CCc1ccccc1-n1c(SCC(=O)NNC(=O)C(C)C)nnc1-c1cccnc1	-1	-0.1	0.0	-5
68	c1cc(-c2ocnc2-c2ncco2)cc(Nc2ccc(N3CCOCC3)cc2)n1	39*	0.1	1.2	-2
69	COc1cccc(-c2cn3c4c(=O)n(C)c(=O)n(C)c4nc3n2Cc2ccccc2)c1	3	0.5	0.3	4
70	CSc1ccc(CNC(=O)c2sccc2S(=O)(=O)N2CCN(c3ccccc3)CC2)cc1	-4	-0.2	-1.2	-4
71	Cc1ccc(S(=O)(=O)N2CCCc3ccccc32)cc1C(=O)O	-5	-0.1	-0.8	2
72	N#Cc1cc2cc3c(cc2nc1N1CCCN(C(=S)NCC2CCCO2)CC1)OCO3 (centres undefined)	3	0.0	3.9	-3
73	O=C(O)CSCc1nc2ccccc2c(=O)[nH]1	-2	0.1	-0.2	13
74	COC(=O)c1cccc(S(=O)(=O)N2CCN(c3nc4ccccc4s3)CC2)c1	0	-0.1	-0.8	-3
75	CC(C)(O)C#Cc1ccc(C(=O)NCC(c2ccccc2)c2ccccc2)cc1	11	0.0	1.4	1

(next part)
no.	SMILES	TEAD-YAP block	FBW7 activator	GPR151 activ	MITF inh
76	O=C(Nc1ccc(C(F)(F)F)cc1)c1cc(S(=O)(=O)N2CCCC2)ccc1F	-5	0.1	-1.7	2
77	Cc1ccc(-n2cc(CN3CCN4C(=O)[C@H](CO)NC(=O)[C@H]4C3)cn2)cc1	8	-0.1	2.3	-7
78	Cc1ccccc1CN1C[C@@H]2C[C@@H](c3cccs3)N3CCC[C@@]23C1=O	-12	-0.1	-1.4	6
79	O=C(NC1CCC(n2cc(C(=O)N3CCCC3)nn2)CC1)c1ccc(Oc2ccccc2)o1 (centres undefined)	1	-0.1	-1.0	-4
80	O=C(NCc1ccc(F)cc1)C1CCC(Cn2c(=S)[nH]c3ccccc3c2=O)CC1 (centres undefined)	-8	-0.1	0.6	-25
81	O=C1C(=O)N(CCCN2C(=O)C(=O)c3ccccc32)c2ccccc21	-3	-0.2	1.9	1
82	CCn1c2ccccc2c2nnc(SCC(=O)N(c3ccccc3)c3ccccc3)nc21	2	-0.1	-0.8	1
83	Cc1cc(C)n2ncc(C(=O)NCc3ccc(Cl)cc3)c2n1	1	0.1	0.4	9
84	CC(=O)Nc1cccc(NC(=O)CSc2nc(-c3cccs3)cc(-c3ccc(F)cc3)c2C#N)c1	-10	0.2	-0.8	12
85	CCOC(=O)c1ccc(NC(=O)CCS(=O)(=O)c2ccc(Br)s2)cc1	8	-0.1	-0.5	1
86	CN(C)c1cccc(Nc2ccc(-c3cccc(C=O)c3)cn2)c1	-1	-1.1	-0.1	51*
87	Cc1ccc(N=Cc2cc(Br)ccc2O)nc1	-1	0.2	4.3	23
88	Cc1nc(SCc2ccccc2Cl)c(C#N)c(C)c1Cl	1	-0.1	0.5	8
89	COc1ccc(-c2ncc(C(=O)NCCc3ccc(O)cc3)s2)cn1	3	0.2	2.0	2
90	COc1ccc(NC(=O)NC(=O)C(F)(F)F)cc1	1	0.5	-0.3	12
91	CCC(C)C(NC(=O)c1ccc(C(F)(F)F)cc1)C(=O)O (centres undefined)	5	-0.1	0.6	14
92	O=C(Cn1c(-c2cnccn2)nc2ccccc21)Nc1ccc(F)c(Cl)c1	-18	0.0	4.8	4
93	COc1ccc2nc(Nc3nc(CSc4nnc(C)s4)cc(=O)[nH]3)nc(C)c2c1	-11	-0.1	0.2	-4
94	Cc1ccc(S(=O)(=O)Nc2c(C)cc(C)nc2Cl)cc1	4	-0.1	-1.6	-6
95	NC(=O)c1cc2ccccc2oc1=Nc1cccc(C(F)(F)F)c1	-16&-5	-0.2&-0.1	0.3&-0.3	-3&-5
96	CN(CC[C@@H](Oc1ccc(-c2ccccc2)cc1)c1ccc(F)cc1)CC(=O)O	·	0.1	1.0	-19
97	O=C(Nc1cccc(F)c1)C1CCC(CNc2c(N3CCCCC3)c(=O)c2=O)CC1 (centres undefined)	12	0.2	-1.0	-9
98	CCn1c(Cc2ccc(OC)cc2)nnc1SCC(=O)Nc1nccs1	2	0.0	-1.0	1
99	COc1ccc(NC(=O)Cn2c(-c3cc(OC)c(OC)c(OC)c3)nc3ccccc3c2=O)cc1Cl	2	0.1	0.2	-5

Hits appear at their usual frequency. About 3.5% of those tested had a hit in this group.
